EP2 mod: modulates human prostaglandin E2 receptor EP2 signaling; AID 940; EP2-expressing cells, cAMP HTRF FRET, PGE2 co-stimulation; P43116; induction, % at 25 µM; actives 0.83% (n = 260,000);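 active = compounds whose cAMP rise, as percent of the full-agonist control response, exceeds 60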;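 also: rat C6 glioma line stably carrying human EP2 under a CMV promoter; the protocol text gives 20 µM as final concentration; 100% = response of wells given 1 µM PGE2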
NPY-Y1 antag: NPY-Y1 (human) receptor antagonism. HEK293-CNG Y1 cells, membrane potential fluorescence; NPY at EC95, then isoproterenol. inhibition, % at 3.6 µM. actives 1% (n = 200,000). AID 1040;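 active = inhibition above the campaign mean inhibition of all tested compounds plus 3 SD, cut at about 20% in these data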;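 also: 0% = DMSO wells given NPY plus isoproterenol and 100% = isoproterenol alone without NPY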
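Benchmarks – high control isoproterenol alone, low control NPY with isoproterenol · Material – HEK293 Y1/CNG channel cell line · Times – dye 3 h, compound 60 min room temperature, stimulation 45 min · Probe or stimulus – NPY (25 nM), isoproterenol (1 µM), Ro 20-1724 (25 µM) · Evaluation – % inhibition of NPY effect · Signal – fluorescence, membrane potential probe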
NPY-Y1 PAM-ag: human NPY-Y1 potentiation or agonism, primary screen. activation, % at 3.6 µM. actives 0.37% (n = 220,000). NPY-Y1 expressing cells, potentiator/agonist activation. P25929; in the data active = activation above about 33%, passing the limit was not always enough;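 also: cells stimulated with NPY at EC10 then isoproterenol at EC100; 0% = low agonist plus stimulus and 100% = saturating agonist plus stimulus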
TRPML3 agonist: activates the human TRPML3 channel | HEK293 TRPML3-YFP, Fluo-8 calcium fluorescence; 100% = the carbachol control signal | actives 0.29% (n = 220,000) | AID 1448 | activation, % at 3 µM | Q8TDD5;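 active = activation above its plate's cutoff, the mean activation of the plate's test wells plus 3 SD, cut at about 12% in these data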;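 also: 0% = DMSO only wells and 100% = carbachol wells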
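Test system: HEK293 cells stably carrying human TRPML3-YFP; Doses: single dose, 3 µM final nominal compound, 0.3% DMSO final; Schedule: dye loading 1 h 37 °C then 30 min ambient, 125 s read; Technique: Fluo-8 calcium fluorescence; Benchmarks: high control carbachol 87 µM, low control DMSO.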
S1P4 antag: blocks the human S1P4 receptor; O95977; S1P4-expressing cells, antagonist mode, reporter read-out; inhibition, % at 4.98 µM; actives 0.26% (n = 220,000); AID 1510; in the data active = inhibition above about 29%;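 also: 0% = wells stimulated with agonist and 100% = vehicle wells without agonist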
Target sequence (O95977 whole entry, looked up): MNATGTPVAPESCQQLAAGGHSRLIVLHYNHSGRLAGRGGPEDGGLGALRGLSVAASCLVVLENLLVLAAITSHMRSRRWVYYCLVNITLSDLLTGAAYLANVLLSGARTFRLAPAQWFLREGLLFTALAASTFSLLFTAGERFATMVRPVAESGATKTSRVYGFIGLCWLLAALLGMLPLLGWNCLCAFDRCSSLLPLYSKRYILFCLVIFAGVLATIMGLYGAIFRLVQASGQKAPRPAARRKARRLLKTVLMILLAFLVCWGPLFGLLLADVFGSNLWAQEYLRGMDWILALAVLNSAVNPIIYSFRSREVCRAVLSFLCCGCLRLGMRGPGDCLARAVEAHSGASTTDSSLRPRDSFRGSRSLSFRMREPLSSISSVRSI
zfTRPN1 agonist: zebrafish TRPN1 (NompC) channel agonism | HEK293 zebrafish TRPN1-YFP, Fluo-8 calcium fluorescence; 100% = response to 87 µM carbachol | activation, % at 3 µM | actives 0.18% (n = 220,000) | AID 1424;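 active = activation above its plate's cutoff, the mean activation of test wells on that plate plus 3 SD, cut at about 19% in these data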;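 also: 0% = DMSO alone and 100% = 87 µM carbachol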
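Assay system: Zebrafish TRPN1-YFP in HEK293 cells | Incubation: Dye loading 1 h at 37 °C, then 30 min room temperature | Measured by: Kinetic Fluo-8 fluorescence, ex 470-495, em 515-575 nm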
S1P4 ag: human S1P4 receptor agonism | O95977 | S1P4-expressing cell line, agonist reporter assay | activation, % at 4.98 µM | actives 0.35% (n = 220,000); in the data active = activation above about 11%;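 also: 0% = DMSO vehicle and 100% = reference agonist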
NPY2 pot ag: potentiates or activates human NPY-Y2 receptor. cells expressing NPY-Y2, potentiator/agonist read-out. activation, % at 3.6 µM. actives 0.45% (n = 220,000); in the data active = activation above about 27%;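 also: cells stimulated with NPY near EC25 plus isoproterenol at EC100; 0% = vehicle plus submaximal agonist and 100% = vehicle plus saturating agonist; some results beyond the cut were filed as inactive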
Target sequence (P49146 whole entry, looked up): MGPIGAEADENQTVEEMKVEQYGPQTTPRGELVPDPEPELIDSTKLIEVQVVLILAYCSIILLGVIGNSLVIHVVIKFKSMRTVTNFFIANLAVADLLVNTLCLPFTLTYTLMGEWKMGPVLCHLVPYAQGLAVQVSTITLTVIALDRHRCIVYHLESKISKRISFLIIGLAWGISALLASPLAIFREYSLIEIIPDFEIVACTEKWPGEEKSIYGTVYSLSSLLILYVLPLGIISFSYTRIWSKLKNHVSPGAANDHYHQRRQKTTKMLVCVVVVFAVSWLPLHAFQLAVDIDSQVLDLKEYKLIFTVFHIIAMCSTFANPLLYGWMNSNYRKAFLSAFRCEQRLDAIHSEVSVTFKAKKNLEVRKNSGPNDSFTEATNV
CHOP inh: inhibitors of CHOP induction in ER stress response | CHO-K1 CHOP-promoter luciferase, tunicamycin-induced, 15-18 h | inhibition, % at 10 µM | actives 3.8% (n = 220,000) | AID 2732;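 active = compounds that reduced the stress-induced luciferase reporter signal by more than about 70% of percent inhibition, limit read from the data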;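 also: 0% = tunicamycin plus vehicle and 100% = wells without tunicamycin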
* = called active by the depositor; . = no result given; & = joins results of further samples.

1	CCCCNC(=O)COC(=O)c1c2c(nc3ccccc13)/C(=C/c1cccs1)CC2
2	Cc1cccc(NC(=O)COC(=O)c2cc(C)oc2C)c1
3	Cc1ccc(S(=O)(=O)/N=C2/NC(=O)/C(=C\c3ccco3)S2)cc1
4	N/C(=N\OC(=O)c1ccccc1[N+](=O)[O-])c1cccnc1
5	COc1ccc(N(C(=O)Cn2nnc(-c3ccccc3F)n2)C(C(=O)NCC2CCCO2)c2ccc(Cl)cc2)cc1 (stereo not drawn)
6	Cc1cc(SCCC(=O)O)nc2ccccc12
7	CC(C)(C)n1nc2c(c1NC(=O)COc1ccccc1F)CS(=O)(=O)C2
8	Clc1ccc(-c2csc(Nc3cccnc3)n2)cc1
9	Cn1c(=O)c2c(SCC(N)=O)nc(CC(C)(C)C)nc2n(C)c1=O
10	N/C(=N\NC(=O)Nc1ccc(Cl)cc1)c1ccccn1

entry no.	1	2	3	4	5	6	7	8	9	10
EP2 mod	8	0	-11	45	25	.	-19	-4	11	4
NPY-Y1 antag	-4	5	20	0	3	12	0	.	2	.
NPY-Y1 PAM-ag	-4	-4	-13	14	9	3	-11	16	-16	18
TRPML3 agonist	0.5	0.1	0.1	-0.1	0.0	1.2	0.5	0.0	0.8	0.6
S1P4 antag	-27	8	-16	7	-3	-7	-17	3	-7	-3
zfTRPN1 agonist	-1.6	-1.0	-0.6	0.0	-1.2	1.6	0.1	-2.1	2.1	-1.8
S1P4 ag	1.8	1.0	2.4	-0.4	0.3	-1.1	0.9	2.1	1.6	0.1
NPY2 pot ag	4	-3	-7	2	-6	-12	-8	24	-22	4
CHOP inh	47	5	10	0	-20	.	-12	19	-19	0

11	Cc1ccc(CSCCNC(=O)CSc2ccccc2)cc1
12	CS(=O)(=O)Nc1ccc(C(=O)N2CCN(c3ccccc3)CC2)cc1
13	O=C(O)CCCCCCCCCC[n+]1ccccc1
14	CCOC(=O)CNC(=O)C(CO)NC(=O)OCc1ccccc1 (stereo not drawn)
15	CNC(=O)CSc1nnnn1-c1ccc2c(c1)OCCO2
16	O=C(NC(NCC1CCCO1)C(Cl)(Cl)Cl)c1cccc2ccccc12 (stereo not drawn)
17	CCc1ccccc1NC1c2ccccc2C(=O)N1c1cccnc1 (stereo not drawn)
18	COc1ccc(-c2c(C(F)(F)F)nn(C)c2NC(=O)c2cccnc2)cc1
19	O=C(Nc1ccc2c(c1)nc1n2CCN(Cc2ccccc2)C1)c1cccs1
20	CCS(=O)(=O)N1CCN(c2ccc([N+](=O)[O-])c(N3CCOCC3)c2)CC1

entry no.	11	12	13	14	15	16	17	18	19	20
EP2 mod	-9	30	-9	-5	-8&-10	18	-1	-7	-11	-11
NPY-Y1 antag	10	-1	.	4	2	3	0	.	0	-5
NPY-Y1 PAM-ag	1	14	-4	0	-8	15	-4	-7	-28	0
TRPML3 agonist	-1.1	0.8	0.2	0.5	0.4	-1.1	-0.4	0.3	0.4	0.6
S1P4 antag	-16	-5	-9	2	-10	-14	6	5	-6	-4
zfTRPN1 agonist	-1.9	0.6	-0.1	-1.2	-0.2	-0.7	-0.3	3.9	2.5	0.0
S1P4 ag	2.3	56*	1.1	-3.1	2.0	-4.4	-1.1	-1.8	0.4	-0.3
NPY2 pot ag	-12	-1	-4	-5	9	-2	15	-23	-2	2
CHOP inh	27	12	-12	27	29	33	1	13	-2	26

Compound profiles, as listed above. Order of screens: EP2 mod	NPY-Y1 antag	NPY-Y1 PAM-ag	TRPML3 agonist	S1P4 antag	zfTRPN1 agonist	S1P4 ag	NPY2 pot ag	CHOP inh
`COc1ccc(N(C(=O)Cn2nnc(-c3ccccc3F)n2)C(C(=O)NCC2CCCO2)c2ccc(Cl)cc2)cc1` (stereo not drawn) as listed: 25	3	9	0.0	-3	-1.2	0.3	-6	-20
`Cn1c(=O)c2c(SCC(N)=O)nc(CC(C)(C)C)nc2n(C)c1=O` as listed: 11	2	-16	0.8	-7	2.1	1.6	-22	-19
`Cc1cccc(NC(=O)COC(=O)c2cc(C)oc2C)c1` as listed: 0	5	-4	0.1	8	-1.0	1.0	-3	5

(cont.)
21	CCn1ncc(Br)c1C(=O)Nc1cc(C)ccc1F
22	Cc1ccc(S(=O)(=O)NCCc2ccccc2)cc1
23	CCCCCCCCCCOC(=O)c1csc2nnsc12
24	CC(C)c1nnc(NC(=O)C2c3ccccc3Oc3ccccc32)s1
25	O=C(N/N=C/c1cnc(N2CCCCC2)s1)c1ccc(Cl)cc1
26	Cc1ccc(NC(=O)N(Cc2cc3cc(C)cc(C)c3[nH]c2=O)CC2COCCO2)cc1 (stereo not drawn)
27	COc1ccc(C2(O)CCN(C(=O)c3ccc4c(c3)OCO4)CC2)cc1
28	CCn1c2ccccc2c2nnc(SCC(=O)Nc3ccc4c(c3)OCO4)nc21
29	CCC(C)c1ccc(OCCn2cc(/C=N/NC(=O)CSc3nnc(C)s3)c3ccccc32)cc1 (stereo not drawn)
30	CCc1cccc(C)c1NC(=S)NCCc1c(C)[nH]c2ccc(C)cc12

entry no.	21	22	23	24	25	26	27	28	29	30
EP2 mod	10	19	31	37	35	3&-6	-7&-29	-27	-19	-37
NPY-Y1 antag	3	10	2	-3	7	-8	-3	2	4	-1
NPY-Y1 PAM-ag	-12	-7	-14	-17	-6	-13	7	-5	3	9
TRPML3 agonist	-0.1	-1.2	1.4	0.7	0.7	0.3	1.0	1.3	0.2	-1.1
S1P4 antag	5	-7	-11	-4	-18	5	0	2	4	3
zfTRPN1 agonist	-2.4	-1.5	0.7	1.1	-0.7	-0.1	-0.5	-0.1	0.0	-2.0
S1P4 ag	-0.2	-5.0	-2.3	0.9	0.0	0.5	-0.1	-2.2	-1.5	0.9
NPY2 pot ag	5	-5	-1	-1	-4	10	9	-18	3	9
CHOP inh	10	4	14	31	6	13	24	-7	52	29

31	O=[N+]([O-])c1ccc(F)c(N=Cc2ccc(Br)s2)c1
32	Cc1cc(-c2ccccc2)n(-c2ccc(C(N)=O)cc2)n1
33	Cc1cnn(-c2cc(N/N=C/c3ccccc3Cl)ncn2)c1
34	COC(=O)c1nc(N)sc1-c1ccccc1
35	Cc1ccc(S(=O)(=O)N2CCC(C(=O)N[C@H](C(=O)NC3CCS(=O)(=O)C3)C(C)C)CC2)cc1 (stereo partly drawn)
36	O=C(NCCN1CCOCC1)NC1(C(F)(F)F)Oc2ccccc2O1
37	COC(=O)CNC(=O)CN1C(=O)N(c2cccc(Cl)c2)C(N(O)C(=O)Nc2cccc(Cl)c2)C1(C)C (stereo not drawn)
38	O=C(c1ccc(F)cc1)C1CCN(C(=S)NCC2CCCO2)CC1 (stereo not drawn)
39	CN(C)CC(=O)c1c(N)n(Cc2ccccc2)c(=O)n(C)c1=O
40	CCOc1ccc(NCC(=O)Nc2ccc(C)cc2C)cc1

entry no.	31	32	33	34	35	36	37	38	39	40
EP2 mod	-3	6	11	3	8	-15	-10	-55&-45	3	12
NPY-Y1 antag	-4	3	-1	1	-1	-3	-9	2	-2	-4
NPY-Y1 PAM-ag	4	8	-11	9	3	3	49*	17	8	-18
TRPML3 agonist	0.4	0.6	0.0	-0.5	-0.1	0.5	0.4	1.8	1.3	-0.7
S1P4 antag	0	-16	-3	-23	-3	-2	2	-17	-7	-4
zfTRPN1 agonist	0.6	-0.4	-0.4	-0.5	0.3	0.3	1.9	3.5	1.9	-2.4
S1P4 ag	-0.1	-0.2	-1.5	-2.0	0.5	1.4	-1.8	1.7	0.2	-2.4
NPY2 pot ag	8	-4	1	11	-10	0	10	6	-8	7
CHOP inh	-21	4	-5	16	-14	18	15	36	3	19

41	COc1ccc(NC(=O)C2CCCN(S(=O)(=O)c3cnc[nH]3)C2)cc1 (stereo not drawn)
42	Cc1ccc(C(=O)NNC(=O)c2cccs2)cc1
43	CNC(=O)NC(=O)C(OC(=O)c1cccc(S(=O)(=O)N2CCCCC2)c1)c1ccccc1 (stereo not drawn)
44	Nc1c2nc(-c3ccccc3)[nH]c(=O)c2nc(=O)n1-c1ccccc1
45	O=C(NC1(O)C(=O)c2ccccc2C1=O)c1c(Cl)cccc1Cl
46	CCC(C)NC(=O)/C=C/c1ccc(S(=O)(=O)NCc2ccco2)cc1 (stereo not drawn)
47	O=C1CN(C(=O)COC(=O)CCSc2ccccc2Cl)c2ccccc2N1
48	Cc1cc(C(=O)Nc2ccc(N3CCCC3)c(Cl)c2)ccc1[N+](=O)[O-]
49	C/C(=N\NC(=O)c1sccc1-n1cccc1)c1cccs1
50	Cc1ccc(/C(N)=N/OC(=O)Cc2cccs2)cc1

entry no.	41	42	43	44	45	46	47	48	49	50
EP2 mod	9	5&0	-20	28	-31	-8	-40	-62	0	15
NPY-Y1 antag	7	-3	7	.	.	-2	8	7	4	-3
NPY-Y1 PAM-ag	0	19	-8	54	-4	-2	-12	3	-6	-1
TRPML3 agonist	0.1	0.3	1.1	0.8	0.3	0.9	0.4	0.2	0.8	0.3
S1P4 antag	-9	-7	-10	-9	15	-23	1	3	-10	8
zfTRPN1 agonist	1.6	-1.2	0.6	0.6	-0.5	1.5	-0.8	1.7	-0.9	-1.8
S1P4 ag	0.6	1.5	1.6	-0.3	-0.7	0.9	2.5	0.6	0.3	0.7
NPY2 pot ag	0	5	6	2	-25	-4	-4	-8	-12	-8
CHOP inh	29	-32	-5	103*	-9	-3	-22	5	16	-17

51	CCC(=O)Nc1cccc(NC(=O)CSc2nnc(C3CC3)n2C)c1
52	Cc1cc(Oc2ccc(=O)n(C)n2)nc(SCc2ccccc2)n1
53	COCCNc1nc(N)c([N+](=O)[O-])c(NCC2CCCO2)n1 (stereo not drawn)
54	Cc1cc(-c2ccccc2)nc(N(C)C)c1S(C)(=O)=O
55	Cc1[nH]n(-c2ccccc2)c(=O)c1/C=N/NC(=O)c1ccoc1C
56	O=C(Nc1ccnc(-c2cccnc2)n1)c1ccccc1Cl
57	O=CN1CCN(C(C(=O)NC2CCCC2)c2ccc(Cl)cc2)CC1 (stereo not drawn)
58	Cc1ccc(SCCc2cc[n+](CC(=O)c3ccccc3)cc2)cc1
59	C/C(=N\NC(=O)c1cccc(N2CCCC2=O)c1)c1ccc(N)cc1

entry no.	51	52	53	54	55	56	57	58	59
EP2 mod	1&-6	-7	2	13	-6	-27	-11	-50	-31
NPY-Y1 antag	-9	-1	-1	2	6	-3	-1	1	6
NPY-Y1 PAM-ag	7	-2	11	-10	-28	6	-1	-7	2
TRPML3 agonist	0.1	0.8	0.3	0.7	0.2	0.3	0.5	0.3	0.2
S1P4 antag	-15	-21	-18	2	-27	-10	-14	-3	1
zfTRPN1 agonist	0.8	1.0	0.7	-0.3	0.1	1.5	0.1	2.0	2.0
S1P4 ag	-0.1	2.2	-0.6	1.2	0.5	-0.9	1.3	0.9	1.9
NPY2 pot ag	4	-1	6	-2	-4	10	7	-12	-9
CHOP inh	-6	3	-9	16	51	6	32	-4	-8
